IDH1 R132H inh = qHTS for Inhibitors of mutant isocitrate dehydrogenase 1 (IDH1): qHTS. Isocitrate dehydrogenase [NADP] cytoplasmic (Homo sapiens), O75874. IDH1-R132H enzyme, NADPH consumption, diaphorase/resazurin fluorescence. Potency, µM (highest dose often 76.6 µM), without a hit: top-dose activity change, negative = inhibition, usual class: inhibitors. 390,000 compounds, 0.093% hits. AID 602179, 2012; further: potency means the concentration at half of the fitted maximal effect; on the % scale 0 is the no-effect control and ±100 the full control effect; nearly all actives have a fitted effect of over 65% in size
Target sequence (O75874 whole entry R132H, stated change not applied): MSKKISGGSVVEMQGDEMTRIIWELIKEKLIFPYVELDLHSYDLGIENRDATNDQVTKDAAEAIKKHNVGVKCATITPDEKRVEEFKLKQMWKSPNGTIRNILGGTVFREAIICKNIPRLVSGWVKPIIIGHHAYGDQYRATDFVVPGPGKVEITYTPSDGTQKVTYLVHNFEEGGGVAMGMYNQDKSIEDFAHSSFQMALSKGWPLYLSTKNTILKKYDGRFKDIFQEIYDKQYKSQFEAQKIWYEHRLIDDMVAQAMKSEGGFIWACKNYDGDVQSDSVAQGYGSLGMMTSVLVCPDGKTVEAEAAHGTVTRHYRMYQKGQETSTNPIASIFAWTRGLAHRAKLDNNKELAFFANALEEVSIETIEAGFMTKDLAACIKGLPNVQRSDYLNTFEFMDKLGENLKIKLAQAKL
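IDH1-R132H (0.5 ug/mL dispensed) in pH 7.5 Tris buffer was preincubated 30 min with compound, then given a substrate mix of 0.016 mM NADPH and 2 mM alpha-KG for 80 min at room temperature; remaining NADPH was read by diaphorase/resazurin fluorescence.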
Vif-A3F inh = qHTS for Inhibitors of Vif-A3F Interactions: qHTS; HeLa A3F-eYFP + Vif (tagged APOBEC3F with the HIV-1 protein that degrades it), YFP fluorescence increase; Potency, µM (titrated, usually from 46.1 µM), for inactives: at the highest dose activity, negative = active; 390,000 compounds, 0.2% hits; AID 602313, 2012; further: potency means the concentration at half of the fitted maximal effect; % of control where 0% means no effect; nearly all actives have a fitted effect of over 65% in size
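HeLa cells stably expressing A3F-eYFP plus Vif, plated and incubated overnight at 37 deg C, then exposed to compounds overnight at 37 deg C. Blocked degradation read as raised yellow fluorescence (Ex 488/Em 500-530).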
GRP78 ERSR act = qHTS for Inducers of the Endoplasmic Reticulum Stress Response (ERSR) in Human Glioma: qHTS. 420,000 compounds, 0.02% hits. AID 602332, 2012. U87-MG GRP78 promoter luciferase reporter, 16 h. Potency, µM, for inactives: at the highest dose activation, most hits filed as activators; further: potency means the concentration at half of the fitted maximal effect; series mostly up to about 76 µM; % of control where 0% means no effect; nearly all actives have a fitted effect of over 35% in size
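ERSR induction read as luciferase luminescence (Bright-Glo, 10 min at room temperature) in stably transfected human U87-MG glioma cells exposed to compounds for 16 h, using GRP78 as sensor.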
RXFP1 agonist = qHTS Assay for Agonists of the Relaxin Receptor RXFP1; Relaxin receptor 1 (Homo sapiens), Q9HBX9; HEK293T-RXFP1 cAMP TR-FRET, 30 min; response scale: percent of porcine relaxin response, buffer zero; Potency, µM (series often up to 57.5 µM), for inactives: at the highest dose activation, hits mostly activators; 370,000 compounds, 0.3% hits; AID 2676, 2010; further: potency means the concentration at half of the fitted maximal effect; on the % scale 0 is the no-effect control and ±100 the full control effect; nearly all actives have a fitted effect of over 60% in size; many of its hits are not listed in these tables
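cAMP rise read by TR-FRET after 30 min, 37C compound exposure (up to 58 uM) in RXFP1-transfected HEK293 cells with Ro 20174 present. EC50 from Hill-equation fits, with 29 nM porcine relaxin as 100% and buffer as basal.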
LDHA inh = qHTS assay for inhibitors of human lactate dehydrogenase; AID 1347041, 2019; 480,000 compounds, 0.15% hits; L-lactate dehydrogenase A chain (Homo sapiens), P00338; purified LDHA, NADH/diaphorase-resazurin fluorescence; stronger effect = lower value; activity change, % (values are at about 110 or 230 µM); in the data active means activity change below about -30%; inconclusive means mostly about -25% to -30%;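 further: plate controls were DMSO wells for no effect and wells without enzyme for full effect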
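Enzyme activity of human lactate dehydrogenase 5 (2 nM; 0.06 mM NADH, 0.2 mM pyruvate, 5 min, RT) is measured via a resazurin/diaphorase fluorescence readout of residual NADH.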
USP1-UAF1 inh = Inhibitors of USP1/UAF1: Primary Screen | Ubiquitin carboxyl-terminal hydrolase 1 (Homo sapiens), O94782 | recombinant USP1/UAF1, Ub-Rhodamine cleavage fluorescence | Potency, µM (titrated, usually from 57.1 µM), for inactives: top-dose activity change, negative = inhibition, actives largely listed as inhibitors | 390,000 compounds, 0.23% hits | AID 743255, 2014; further: potency means the concentration at half of the fitted maximal effect; on the % scale 0 is the no-effect control and ±100 the full control effect; nearly all actives have a fitted effect of over 60% in size; inactives centre near -12
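USP1/UAF1 complex (1 nM) preincubated 15 min at room temperature with compound, then Ub-Rho substrate (150 nM final) added. Kinetic fluorescence at 480/540 nm over 6 reads at 60 s intervals; 50 mM HEPES pH 7.8, 0.5 mM EDTA, 0.1 mg/ml BSA, 1 mM TCEP, 0.01% Tween-20.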
Vif-A3G inh = qHTS for Inhibitors of Vif-A3G Interactions: qHTS; 410,000 compounds, 0.076% hits; DNA dC->dU-editing enzyme APOBEC-3G (Homo sapiens), Q9HC16; HeLa A3G-eYFP + Vif (tagged APOBEC3G with the HIV-1 protein that degrades it), YFP fluorescence, overnight; Potency, µM (titrated, usually from 46.1 µM), inactives show at the highest dose activity, negative = active, hits mostly inhibitors;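 further: potency means the concentration at half of the fitted maximal effect; on the % scale 0 is the no-effect control and ±100 the full control effect; nearly all actives have a fitted effect of over 60% in size; hits raise eYFP signal because A3G escapes Vif-driven loss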
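HeLa cells stably expressing Vif and C-terminally eYFP-tagged A3G, seeded overnight at 37 deg C, then exposed to compound by pintool overnight at 37 deg C. Rise in yellow fluorescence (Ex 488/Em 500-530, Acumen) marks blocked Vif-driven A3G degradation.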
PI4K2A block = qHTS for small molecular inhibitors of PI4K2A | Phosphatidylinositol 4-kinase type 2-alpha (Homo sapiens), Q9BTU6 | purified PI4K2A, ADP-Glo luminescence, 1 h; stronger effect = lower value | activity change, negative = inhibition, % at 76.9 µM | 420,000 compounds, 0.13% hits; in the data active means activity change below about -50%; inconclusive means mostly about -30% to -49%;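 further: -100% = wells without enzyme as full effect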
Target sequence (Q9BTU6 whole entry, looked up): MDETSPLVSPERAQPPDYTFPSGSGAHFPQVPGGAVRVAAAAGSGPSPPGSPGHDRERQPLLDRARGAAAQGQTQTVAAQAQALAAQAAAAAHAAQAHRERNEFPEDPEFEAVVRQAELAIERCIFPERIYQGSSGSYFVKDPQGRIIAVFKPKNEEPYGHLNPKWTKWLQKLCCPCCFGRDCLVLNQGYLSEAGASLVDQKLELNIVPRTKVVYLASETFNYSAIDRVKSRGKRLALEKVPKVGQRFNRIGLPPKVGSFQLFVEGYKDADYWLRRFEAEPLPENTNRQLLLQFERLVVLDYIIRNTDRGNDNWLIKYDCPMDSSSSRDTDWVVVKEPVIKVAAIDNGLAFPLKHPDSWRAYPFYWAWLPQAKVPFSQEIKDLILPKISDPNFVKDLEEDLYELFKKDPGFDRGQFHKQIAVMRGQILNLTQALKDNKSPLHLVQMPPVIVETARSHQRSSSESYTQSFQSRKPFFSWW
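ADP-Glo luminescence measured ADP generated by PI4K2A enzyme (4 ug/mL before mixing) with 1.2 mM PI substrate (pre-mix) and 300 microM ATP (pre-mix). Tris pH7.5 buffer with MgCl2, Triton X-100; 1 h reaction at ambient temperature.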
TrxR1 substrate = qHTS Assay for Substrates of Mammalian Selenoprotein Thioredoxin Reductase 1 (TrxR1): qHTS; Thioredoxin reductase 1, cytoplasmic (Rattus norvegicus), O89049; purified TrxR1 substrate turnover, NADPH consumption readout; Potency, µM (series often up to 114 µM), for inactives: top-dose activity change, negative = substrate turnover; 390,000 compounds, 0.01% hits; further: potency means the concentration at half of the fitted maximal effect; on the % scale 0 is the no-effect control and ±100 the full control effect; nearly all actives have a fitted effect of over 50% in size
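Rat TrxR1, dispensed at 90 nM, was prereduced with 400 uM NADPH (final) for 5 min at ~22 deg C, then incubated with compound 15 min before 400 uM selenite. A first-read NADPH fluorescence drop versus no-compound background flagged substrates.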
An asterisk follows results filed as active; ? = inconclusive; · = no result given; & = joins results of further samples; [ ] = dose if it differs, or a comment. Unless noted, the call rests on the fitted dose curve; in most records, active means well fitted curve in the direction sought with a large enough effect; inconclusive means small, poorly fitted or top-dose-only effect, or another doubt; inactive means no such curve, though single readings can be large; an effect the other way counts as inactive or inconclusive.

SMILES	IDH1 R132H inh	Vif-A3F inh	GRP78 ERSR act	RXFP1 agonist	LDHA inh	USP1-UAF1 inh	Vif-A3G inh	PI4K2A block	TrxR1 substrate
Cc1nn(Cc2c(F)c(F)c(F)c(F)c2F)c(C)c1NC(=O)c1cccc(COc2ccccc2Cl)c1	8%	-5%	-6%	-0.5%	-2	2%	4%	2	5%
CSc1cc(SC)ncn1	3%	-9%	1%	·	-4	-13%	-4%	4	-4%
O=C(Cn1cnc2c(cnn2-c2ccccc2Cl)c1=O)N1CCc2ccccc21	-2%	-7%	-1%	0.7%	-2	-12%	0%	-3	13%
CCC(=O)c1ccc(OCC(O)CNC2CCCC2)cc1 (configuration not stated)	-5%	0%	-2%	0.6%	0	-5%	7%	-2	-1%
CC(C)CC(NC(=O)C(NC(=O)C1CCC(=O)N1C(=O)OCc1ccccc1)C(C)C)C(=O)N1CCCC1C(N)=O (configuration not stated)	6%	-2%	-1%	-0.3%	-1	-13%	0%	1	-13%[57.1 µM]
Cc1ccc(C)c(OCc2cc(C(=O)N(C)Cc3nccs3)no2)c1	-10%	1%	5%	2.9%	2	-30%	3%	0	1%
Cc1cc(OCCN2CCN(S(=O)(=O)c3ccccc3F)CC2)ccc1C(C)C	5%	-8%	-4%	2.6%	2	-18%	3%	0	2%
Cc1ccc(NC(=O)CNCc2ccc(Cl)cc2Cl)cc1S(=O)(=O)N(C)C	1%	2%	-4%	0.5%	-8	-17%	2%	6	2%
O=C(CCC1CCCC1)N=C1SC2CS(=O)(=O)CC2N1Cc1ccccc1 (configuration not stated)	-5%	0%	-1%	0.6%	-2	-16%	2%	9	-5%
Cc1cccn2c(=O)c(/C=C(\C#N)C(=O)NC3CCS(=O)(=O)C3)c(N3CC(C)OC(C)C3)nc12 (configuration not stated)	7%	0%	0%	?	4	-15%	-5%	0	11%[57.1 µM]
CCN(CC)S(=O)(=O)c1ccc(N2CCOCC2)c(NC(=O)CNCCc2ccccc2)c1	3%	2%	-5%	2.4%	-17	-21%	-2%	2	-4%
COc1ccc(N(Cc2cc3ccccc3[nH]c2=O)S(C)(=O)=O)cc1	0%	-7%	0%	-0.2%	12&-7	-10%	-4%	1	-12%
Cn1cc(S(=O)(=O)Nc2ccc(F)cc2F)c(=O)n(C)c1=O	1%	9%	2%	0.0%	-3	-5%	5%	0	-3%[57.1 µM]
O=c1[nH]c2ccsc2c(=O)n1-c1ccc(F)cc1	9%	-1%	-1%	0.1%	-3	8%	1%	-4	2%
CC(C)C(=O)Nc1ccc(C(=O)Nc2ccc(S(=O)(=O)N3CCOCC3)cc2)cc1	0%	3%	-3%	3.7%	-3	-5%	3%	-8	-2%
O=C(Nn1cnnc1)c1cc(-c2ccccn2)nc2ccccc12	0%	·	-5%	1.0%	1	-21%	0%	-6	-1%
COc1ccc(CC(=O)N2CCc3ccccc3C2)cc1	0%	-14%	3%	-0.4%	-7	-12%	0%	-10	-7%
COc1ccc(C(=O)NC2CCN(C(=S)Nc3cccc(C)c3C)CC2)cc1	8%	-2%	-7%	-0.9%	-9	-23%	-4%	2	5%
Cc1cc(Nc2ccc(F)cc2C)n2nc(C)nc2n1	-7%	2%	-3%	0.3%	-14	-7%	1%	-6	-3%
CN(CC(=O)Nc1ccccc1C(F)(F)F)C(=O)C1CCN(C(=O)c2ccc(Cl)cc2)CC1	7%	4%	-4%	0.3%	0	-12%	-4%	6	-1%
CCCc1[nH]nc2c1C(c1ccc(OCCN3CCOCC3)c(OCC)c1)C(C#N)=C(N)O2 (configuration not stated)	3%	1%	-3%	-0.1%	7	-7%	1%	5	-4%
Nc1nc(-c2ccc(Br)s2)c(Br)s1	3%	-4%	3%	0.6%	-5	-11%	1%	-6	-3%
COC(=O)c1ccc(NC(=O)CSc2cn(CC(=O)N3CCCCC3)c3ccccc23)cc1	-5%	-4%	-2%	4.1%	9	-24%	-4%	1	2%
COCC(=O)Nc1c(I)c(C(=O)NCC(O)CO)c(I)c(C(=O)N(C)CC(O)CO)c1I (configuration not stated)	16%	2%	-2%	·	1	?	2%	2&-1	11%
COc1cc(C(=O)Oc2c(Sc3ccccc3)c(C)nn2-c2ccccc2)cc(OC)c1OC	15%	-7%	-1%	-0.2%	-1	?	3%	-11	-4%[2.29 µM]
Continuation.
SMILES	IDH1 R132H inh	Vif-A3F inh	GRP78 ERSR act	RXFP1 agonist	LDHA inh	USP1-UAF1 inh	Vif-A3G inh	PI4K2A block	TrxR1 substrate
CCOC(=O)N1CCN(Cc2nc(-c3cccs3)no2)CC1	9%	16%	8%	-1.4%	-4	-12%	0%	-3	3%
COc1ccc2c(c1)c1c(c(=O)n(CCc3ccccc3)c(=O)n1Cc1cccc(Cl)c1)n2C	8%	-7%	3%	0.9%	-2	-23%	-5%	-3	10%
NC(=O)c1[nH]cnc1N=NN(CCO)Cc1ccccc1	12%	-1%	0%	·	-3	-18%	0%	1	·
O=C(Nc1ccc(F)c(Cl)c1)c1nsc(Cl)c1Cl	4%	-1%	1%	4.4%	-3	-17%	-8%	-14	10%
COc1ccc(S(=O)(=O)N2CCCCCC2)cc1NC(=O)CCc1cc(OC)c(OC)c(OC)c1	2%	-8%	-2%	·	0	-9%	2%	1	-2%
Cc1cc(Oc2c(C(F)(F)F)oc3c(CN4CCC(C)CC4)c(O)ccc3c2=O)cc(C)c1Cl	27%	0%	-2%	6.5%	-13	-10%	3%	0	-4%
O=C(Cn1c(=O)n(-c2ccccc2)c(=O)c2oc3ccccc3c21)Nc1ccccc1	1%	0%	-1%	-1.3%	0	-5%	-1%	-2	-4%
Cc1ccc(-c2nnc(Cc3ccc(Cl)cc3)o2)cc1	9%	0%	1%	1.2%	-3	-8%	-3%	8	-1%
Nc1nnc(SCC(=O)Nc2ccc3c(c2)OCCO3)s1	2%	-5%	4%	1.5%	0	-5%	-4%	5	6%
Cc1cc(C)cc(NC(=O)C(=O)NCC(c2cccnc2)N2CCN(c3ccccc3)CC2)c1 (configuration not stated)	3%	0%	-3%	0.1%	-1	-15%	-5%	2	1%
CC(CC(=O)NCc1ccc(Cl)cc1)CC1=NS(=O)(=O)c2ccccc2N1 (configuration not stated)	-10%	3%	-4%	1.8%	-4	-10%	4%	0	-8%[57.1 µM]
O=C(Nc1nc2ccc(S(=O)(=O)N3CCOCC3)cc2s1)c1cccs1	-15%	11%	-1%	0.2%	-3	-19%	-5%	1	2%[57.1 µM]
CCCCSc1nnc(-c2ccc(NC(=O)CCc3ccccc3)cc2)n1C	-1%	-2%	1%&-5%	0.0%	-13&-1	-5%	2%&1%	-2	-8%&5%
O=C(OCCCN=C1NS(=O)(=O)c2ccccc21)c1ccc(F)cc1	6%	-9%	-1%	-3.5%	-7	-3%	2%	6	-1%[57.1 µM]
O=C(N/N=C/c1ccc(N2CCOCC2)cc1)c1ccccn1	3%	7%	-9%	-28%	-2	-20%	5%	-18	-2%[57.1 µM]
Cc1cccc(NC(=S)N2CCC(C(=O)c3ccc(F)cc3)CC2)c1	2%	-9%	2%	·	8	-5%	-1%	2	-4%
O=C(O)c1cccc2c1C(=O)c1cc(Br)ccc1S2(=O)=O	-1%[38.3 µM]	5%	-3%	-0.5%	2	-27%	-7%	-2	-1%
CCOC(=O)c1c(C)[nH]c(C)c1C(=O)COC(=O)CCOc1ccccc1OC	4%	-11%	-6%	2.4%	-3	-22%	-5%	-2	10%[57.1 µM]
Cc1ccc2nc(Cl)c3cc(C(=O)NCCCN(C)Cc4ccccc4)sc3c2c1	4%	5%	-3%	6.0%	1	-3%	-8%	-2	2%
Cc1nn(C(C)CC(=O)O)c(C)c1C (configuration not stated)	1%	-2%	-2%	-0.2%	-11	-12%	1%	7	11%
CN1CCN(CCc2nc3cc(NC(=O)c4ccco4)ccc3n2C)CC1	-11%	0%	7%	-3.8%	-5	10%	0%	-2	0%[57.1 µM]
O=C(O)c1ccc(C=NNC(=O)c2cccc3ccccc23)cc1	11%	2%	-5%	·	-4	-17%	2%	-3	5%[11.4 µM]
CCc1ccc(N2CC(C(=O)Nc3ccc(S(=O)(=O)N4CCOCC4)cc3)CC2=O)cc1 (configuration not stated)	-3%	4%	1%	0.0%	-6	-4%	-5%	-4	-9%

From PubChem BioAssay

An excerpt (hit frequency here may not be typical).
